Screening results from PubChem.
AMA1-RON2 inh: qHTS for Inhibitors of AMA1-RON; Towards Development of Antimalarial Drug Lead: Primary Screen. 360,000 compounds, 0.2% hits. Potency, µM (top dose mostly 58.2 µM), for the others: at the highest dose activity change, negative = inhibition, most hits filed as inhibitors. AlphaScreen AMA1-biotinylated RON2 peptide binding;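 note: potency is the fitted concentration of half-maximal effect; 0% = vehicle wells and -100% = peptide control; nearly all actives have a fitted effect of over 45% in size; some results filed as inactive show a strong effect at the top dose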
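AMA1 (3D7) with his tag at 25 nM final met compounds first, then biotinylated RON2 peptide at 25 nM; detection used donor plus acceptor beads, 10 µg/mL apiece, read by AlphaScreen after 30 min at room temperature.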
HCMV inh: qHTS Assay for inhibitors of the human cytomegalovirus (HCMV); HFF cells, HCMV-luciferase reporter, 72 h; stronger effect = lower value; activity change, negative = inhibition, % at 57.5 µM; 410,000 compounds, 4.5% hits; AID 1259415, 2018; in the data active = activity change below about -60%; inconclusive = no clear call, values can overlap the other calls; inactive = above about -39%
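Two compound doses tested in HFFs infected with HCMV-luciferase, MOI 1 PFU/cell, 72 h at 37C. Lysate luminescence read with OneGlo; data normalized against buffer-only and 10uM Salinomycin inhibitor controls.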
LmPK inh: qHTS Assay for Inhibitors of Leishmania Mexicana Pyruvate Kinase (LmPK) | Q27686 | purified LmPK, Kinase-Glo ATP luminescence, 1 h | Potency, µM (series often up to 57.5 µM), for inactives: at the highest dose activity change, negative = inhibition, actives largely listed as inhibitors | 290,000 compounds, 0.37% hits; note: potency is the fitted concentration of half-maximal effect
Target sequence (Q27686 whole entry, looked up): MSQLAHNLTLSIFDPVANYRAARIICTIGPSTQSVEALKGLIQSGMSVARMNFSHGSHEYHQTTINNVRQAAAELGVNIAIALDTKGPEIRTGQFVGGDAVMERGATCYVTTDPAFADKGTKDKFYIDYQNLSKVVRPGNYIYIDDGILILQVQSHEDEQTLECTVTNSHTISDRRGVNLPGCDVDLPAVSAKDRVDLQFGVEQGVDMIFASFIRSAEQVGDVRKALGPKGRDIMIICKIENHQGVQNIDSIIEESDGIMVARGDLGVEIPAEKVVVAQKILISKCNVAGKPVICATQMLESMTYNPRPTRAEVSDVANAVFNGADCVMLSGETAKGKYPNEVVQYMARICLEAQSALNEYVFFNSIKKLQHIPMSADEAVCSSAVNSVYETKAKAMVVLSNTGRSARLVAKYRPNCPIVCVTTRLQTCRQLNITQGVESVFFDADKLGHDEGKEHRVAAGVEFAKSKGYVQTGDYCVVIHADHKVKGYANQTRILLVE
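qHTS format; LmPK 0.1 nM; substrates PEP 0.5 mM and ADP 0.1 mM. One-hour room-temperature incubation, then coupled luciferase luminescence; 0.5 nM enzyme wells mark activation.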
AmpC inh detg: qHTS Inhibitors of AmpC Beta-Lactamase (assay with detergent); AID 485294, 2010; 370,000 compounds, 0.041% hits; Potency, µM (top dose mostly 114 µM), without a hit: top-dose activity change, negative = inhibition, hits mostly inhibitors; AmpC hydrolysis of nitrocefin, absorbance 480 nm, 0.01% Triton;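 note: potency is the fitted concentration of half-maximal effect; 0% = no-compound wells and -100% = no-enzyme wells; nearly all actives have a fitted effect of over 25% in size; some results filed as inactive show a strong effect at the top dose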
Target sequence (P00811 whole entry, looked up): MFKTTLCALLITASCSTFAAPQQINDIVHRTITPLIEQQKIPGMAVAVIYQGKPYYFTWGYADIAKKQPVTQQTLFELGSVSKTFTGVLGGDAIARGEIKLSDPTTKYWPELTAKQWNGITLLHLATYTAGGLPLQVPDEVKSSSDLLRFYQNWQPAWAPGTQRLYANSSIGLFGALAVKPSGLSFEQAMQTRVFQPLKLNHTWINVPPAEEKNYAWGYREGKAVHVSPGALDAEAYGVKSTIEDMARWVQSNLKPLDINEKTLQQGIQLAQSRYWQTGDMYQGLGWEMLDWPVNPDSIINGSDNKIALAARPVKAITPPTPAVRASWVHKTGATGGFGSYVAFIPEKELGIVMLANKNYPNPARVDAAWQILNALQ
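AmpC (5.3 nM in the dispensed reagent) in 20 mM phosphate pH 7.0 with 0.01% (detergent screen) or 0.0001% Triton X-100 was preincubated with compounds for 15 min at room temperature. Nitrocefin was then added from an 800 uM solution, and hydrolysis was followed at 480 nm.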
AmpC no deterg: qHTS Inhibitors of AmpC Beta-Lactamase (assay without detergent); P00811; AmpC nitrocefin hydrolysis, absorbance 480 nm, 0.0001% Triton; Potency, µM (top dose mostly 57.1 µM), for the others: at the top dose activity change, negative = inhibition, most hits filed as inhibitors; 330,000 compounds, 0.52% hits;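 note: potency is the fitted concentration of half-maximal effect; plate controls were no compound for no effect and no enzyme for full effect; nearly all actives have a fitted effect of over 20% in size; some results filed as inactive show a strong effect at the top dose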
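20 mM phosphate pH 7.0 + 0.01% (detergent screen) or 0.0001% Triton X-100; 5.3 nM AmpC reagent; cpd preinc 15 min RT; nitrocefin (800 uM stock) to start; A480 q20 s × 4 min; Activity was normalised to no-enzyme and no-compound control wells.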
Tb PYK inh: qHTS of Trypanosoma Brucei Inhibitors | Potency, µM (series often up to 76.8 µM), for the others: at the top dose activity, negative = inhibition, usual class: inhibitors | AID 624173, 2012 | 410,000 compounds, 0.12% hits | pyruvate kinase (Trypanosoma brucei), Q57TT1 | TbPYK enzyme, Kinase-Glo Plus ATP luminescence, 45 min; note: potency is the fitted concentration of half-maximal effect; nearly all actives have a fitted effect of over 50% in size
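Quantitative HTS: titrated library compounds versus trypanosomal pyruvate kinase in TEA buffer (pH 7.2) containing KCl, MgCl2, BSA and Tween-20. Reactions were initiated with ADP, 130 uM final. Kinase-Glo Plus luminescence was read after 45 min at RT.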
Sm TGR inh: qHTS Assay for the Inhibitors of Schistosoma Mansoni Peroxiredoxins; AID 485364, 2010; purified TGR, DTNB reduction, TNB absorbance 405 nm; 360,000 compounds, 3% hits; Schistosoma mansoni thioredoxin glutathione reductase (TGR), Q962Y6; Potency, µM (series often up to 114 µM), inactives show at the highest dose activity change, negative = inhibition, usual class: inhibitors; note: potency is the fitted concentration of half-maximal effect; nearly all actives have a fitted effect of over 60% in size
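Kinetic colorimetric format: TGR-catalysed, NADPH-driven DTNB reduction monitored via TNB absorbance. Enzyme dispensed at 20 nM; compound exposure 15 min at room temperature before reaction start.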
Numbers without * were called inactive; ? = inconclusive; / = no result given; [ ] = dose if it differs, or a comment. Unless noted, calls come from the whole dose curve; as a rule, active = well fitted curve in the direction sought with a large enough effect; inconclusive = small, poorly fitted or top-dose-only effect, or another doubt; inactive = no such curve, though single readings can be large; an effect the other way counts as inactive or inconclusive. Unless noted, % is set by controls: 0 for no effect and ±100 for the full control effect. The order is random; 7.4% or so of the library scored in one or more.

Each structure is followed by: AMA1-RON2 inh	HCMV inh	LmPK inh	AmpC inh detg	AmpC no deterg	Tb PYK inh	Sm TGR inh
#1 N#CC1(c2ccccc2)CCCN1C(=O)c1ccc(Br)o1 (stereo not drawn)
  -11%	-27	5%	-2%	-15%	-2%	40µM*
#2 CCN(CC)S(=O)(=O)c1ccc(-c2nnco2)cc1
  12%	24	3%	?	-20%	-1%	10%
#3 Cc1cc(C)n2ncc(-c3cccc(Br)c3)c2n1
  79%[activator]	120	4%	-4%	99%[activator]	4%	0%
#4 CC(=O)N1CCc2c(sc(NC(=O)c3ccc(S(=O)(=O)N(C)C)cc3)c2C#N)C1
  -2%	1	/	/	/	-2%	/
#5 CCOc1ccc(-c2nc(CSCC(=O)N3CCN(c4cccc(C(F)(F)F)c4)CC3)c(C)o2)cc1
  /	?	/	15%	/	-4%[15.4 µM]	-3%
#6 CCc1ccc2occ(CC(=O)Nc3ccccc3C(F)(F)F)c2c1
  /	7	/	3%	/	-9%	0%
#7 C#CCOC(=O)Nc1ccc(OCC(F)(F)F)nc1
  12%	0	-1%	5%	-11%	-1%	7%
#8 CNC(=O)CN(C)S(=O)(=O)c1ccc(OC)c(Cl)c1
  6%	-39	1%	-16%	-10%	-9%	-9%
#9 Cc1cc(C)c(S(=O)(=O)n2ccc(-c3ccc(OCCN(C)c4ccccn4)cc3)n2)c(C)c1
  -4%	19	3%	-10%	96%[activator]	-5%	2%
#10 Cc1ccc(S(=O)(=O)N2CCC(C(=O)OCC(=O)N3CCCC(C)C3)CC2)cc1C (stereo not drawn)
  4%	-20	/	0%	95%[activator]	-6%	2%
#11 COc1cc(C(=O)NCc2ccccc2)ccc1OC(F)F
  0%	-27	0%	-10%	-15%	3%	2%
#12 CCOc1ccc(-n2cnc3scc(-c4ccc(OC)c(OC)c4)c3c2=O)cc1
  -22%	54	10%	4%	174%[activator]	-21%	-7%
#13 COC(=O)c1ccc(N2CCN(C(C)=O)CC2)c(NC(=O)COc2ccccc2C)c1
  14%	14	1%	5%	175%[activator]	2%	-3%
#14 O=C(Nc1cc(S(=O)(=O)N2CCOCC2)ccc1N1CCOCC1)c1cn2ccccc2n1
  107%[activator]	49	7%	-1%	122%[activator]	-11%	11%
#15 COc1ccc(NC(=O)c2ccccc2Oc2ccccc2)cc1
  12%	?	-6%	?	-29%	-4%	9%
#16 O=C(Nc1ccc(CN2CCCCC2)cc1)c1ccc2c(c1)OCO2
  -2%	-7	-3%	-2%	-35%	-6%	-18%
#17 CC(C)n1c(O)c(N=NC(=O)CNC(=O)CCc2ccccc2)c2ccccc21
  -25%	4	1%	-2%	-7%	7%	14%
#18 Cc1nn2c(-c3ccc(S(=O)(=O)N4CCN(C)CC4)o3)nnc2c2ccccc12
  5%	52	2%	-4%	5%	0%	-19%
#19 Cc1nc(-c2ccc3c(c2)CCC(=O)N3)cs1
  -1%	143	-13%	-3%	-10%	-11%	0%
#20 O=C1C2ON(c3ccc(Cl)cc3)C(c3ccco3)C2C(=O)N1c1ccccc1 (stereo not drawn)
  0%	23	1%	1%	-32%	7%	?
#21 Cc1ccc(-c2cn(-c3cccc(Cl)c3)c(S(=O)(=O)CC(=O)Nc3cccc(C)c3)n2)cc1
  /	70	/	11%	/	-11%	5%
#22 Cc1cccc(C(C(C(=O)c2ccccc2)N2CCOCC2)N2CCOCC2)c1 (stereo not drawn)
  7%	0	/	/	/	-6%	/
#23 O=c1c2ccccc2nc(CNc2ccccc2)n1-c1ccccc1
  11%	-19	1%	-4%	14%	0%	0%
#24 Cc1ccc(C)c(Cn2c(=O)cc(C)c3c(C)nn(C)c32)c1
  /	-11	/	-5%	/	1%	2%
#25 Cc1cccc2sc(N(Cc3cccnc3)C(=O)c3ccco3)nc12
  /	24	/	6%	/	-4%	12%
#26 Cc1ccc(CNC(=O)CSc2ccc(-c3ccco3)nn2)cc1
  -5%	-35	3%	-9%	-23%	-10%	?
#27 Cc1ccc(S(=O)(=O)N2CCN(Cc3nc4ccc(C)cc4o3)CC2)cc1
  /	-7	/	-7%	/	-7%	-5%
#28 O=C(NCCN1C(=O)S/C(=C\c2ccc(OC(F)F)cc2)C1=O)c1cnccn1
  -4%	1	0%	-7%	16%	-4%	5%
#29 COc1ccccc1C(=O)N1CCN(C(=O)[C@H]2O[C@@H](n3cnc4c(N)ncnc43)[C@H](O)[C@@H]2O)CC1
  -11%	13	/	/	/	6%	/
#30 CCOc1ccc(CC(=O)Nc2ccc(S(=O)(=O)Nc3cc(C)on3)cc2)cc1OCC
  7%	37	-1%	-7%	-28%	-3%	-23%

Screen by screen, quoted from above.
Nos. 9 to 13 in AmpC no deterg, in turn: 96%[activator], 95%[activator], -15%, 174%[activator], 175%[activator]

The list goes on.
Each structure is followed by: AMA1-RON2 inh	HCMV inh	LmPK inh	AmpC inh detg	AmpC no deterg	Tb PYK inh	Sm TGR inh
#31 COc1cccc(-c2csc(N3CCN(C(=O)Nc4ccccc4OC)CC3)n2)c1
  -6%	47	3%	-8%	-20%	-15%	-13%
#32 Cc1ccc(-n2c(C)cc(/C([O-])=C(/C(=S)Nc3ccc(F)c(Cl)c3)[n+]3ccccc3)c2C)cc1
  23%	-21	11%	-4%	16%	-6%	-18%
#33 CC1(C)CC(=O)C=C(c2n[nH]nc2C2=CCCCC2)C1
  24%	-20	/	/	/	-5%	/
#34 CCCC(=O)Nc1c(-c2ccccc2)[nH][nH]c1=O
  13%	24	/	/	/	-13%	/
#35 O=C(Nc1ccc(S(=O)(=O)N2CCOCC2)cc1)c1ccc(=O)[nH]c1
  -15%	-3	1%	9%	-17%	1%	4%
#36 CCOP(=O)(Nc1ccc2oc(=O)c3ccccc3c2c1)OCC
  -8%	55	6%	-1%	14%	0%	-4%

In the list so far, these contain four or more nitrogen atoms.
Each structure is followed by: AMA1-RON2 inh	HCMV inh	LmPK inh	AmpC inh detg	AmpC no deterg	Tb PYK inh	Sm TGR inh
#4 CC(=O)N1CCc2c(sc(NC(=O)c3ccc(S(=O)(=O)N(C)C)cc3)c2C#N)C1
  -2%	1	/	/	/	-2%	/
#9 Cc1cc(C)c(S(=O)(=O)n2ccc(-c3ccc(OCCN(C)c4ccccn4)cc3)n2)c(C)c1
  -4%	19	3%	-10%	96%[activator]	-5%	2%
#14 O=C(Nc1cc(S(=O)(=O)N2CCOCC2)ccc1N1CCOCC1)c1cn2ccccc2n1
  107%[activator]	49	7%	-1%	122%[activator]	-11%	11%
#17 CC(C)n1c(O)c(N=NC(=O)CNC(=O)CCc2ccccc2)c2ccccc21
  -25%	4	1%	-2%	-7%	7%	14%
#18 Cc1nn2c(-c3ccc(S(=O)(=O)N4CCN(C)CC4)o3)nnc2c2ccccc12
  5%	52	2%	-4%	5%	0%	-19%
#28 O=C(NCCN1C(=O)S/C(=C\c2ccc(OC(F)F)cc2)C1=O)c1cnccn1
  -4%	1	0%	-7%	16%	-4%	5%
#29 COc1ccccc1C(=O)N1CCN(C(=O)[C@H]2O[C@@H](n3cnc4c(N)ncnc43)[C@H](O)[C@@H]2O)CC1
  -11%	13	/	/	/	6%	/
#31 COc1cccc(-c2csc(N3CCN(C(=O)Nc4ccccc4OC)CC3)n2)c1
  -6%	47	3%	-8%	-20%	-15%	-13%
